Source: PubChem BioAssay
FLuc counter: inhibits or activates purified firefly luciferase, miR-21 counter-screen. purified FLuc, Km substrates, luminescence inhibition. Potency, µM (titrated, usually from 57.5 µM), inactives show at the highest dose activity change, negative = inhibition, usual class: inhibitors. actives 6.9% (n = 360,000). AID 588342;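 further: plate controls were vehicle for no effect and reference inhibitor for full effect; nearly all actives have a fitted effect of over 55% in size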
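Biochemical qHTS of compounds, final roughly 60 µM downward over six points, against 10 nM purified firefly luciferase using Km concentrations of substrates (10 uM D-luciferin, 10 uM ATP) in Tris acetate pH 7.5 buffer; luminescence output.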
Rab9 promoter act: activators of Rab9 promoter; Huh7 Rab9 promoter-luciferase reporter, luminescence, 24 h; Potency, µM (top dose mostly 9.22 µM), inactives show at the top dose activation, negative = inhibition, actives largely listed as activators; AID 485297; actives 2.8% (n = 320,000); further: % of control where 0% means no effect; nearly all actives have a fitted effect of over 60% in size
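Using Huh7 cells stably transfected with Rab9 promoter–luciferase, compounds were incubated 24 h at 37 °C, 5% CO2; luciferase luminescence was read 10 min after reagent addition.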
NPC1 promoter act: NPC1 promoter activation | Huh7 NPC1 promoter luciferase reporter, 24 h | Potency, µM (doses to about 9.22 µM), without a hit: at the highest dose activation, usual class: activators | actives 2.4% (n = 320,000) | AID 485313;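 further: % of control where 0% means no effect; nearly all actives have a fitted effect of over 60% in size; reporter is driven by a mutant NPC1 promoter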
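Huh7 cells stably carrying NPC1 promoter–luciferase, plated in Opti-MEM with 10% FBS for 2 h, were exposed to compound in DMSO for 24 h at 37 °C; luciferase reagent was added for 10 min and luminescence read.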
p53 reactivation: re-activators of mutant p53 | H1299 p53-A138V BP100-luciferase reporter, luminescence, 24 h | Potency, µM (series often up to 92.2 µM), for inactives: at the top dose activity change, positive = activation, actives largely listed as activators | actives 0.063% (n = 320,000); further: % of control where 0% means no effect; nearly all actives have a fitted effect of over 45% in size
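H1299 (p53-null), stable ts p53-A138V + BP100-Luc; 1000 cells/well, Opti-MEM/10% FBS; cpd 4 pt, 1:5; 24 h, 37 deg C, 5% CO2; detection reagent 10 min RT; luminescence.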
MBNL1 CUG block: blocks human MBNL1 binding to CUG repeat RNA; Q9NR56; TR-FRET MBNL1-His/biotin-(CUG)12 binding, 665/545 ratio; Potency, µM (series often up to 57.5 µM), for the others: at the highest dose activity change, negative = inhibition, most hits filed as inhibitors; actives 0.036% (n = 280,000); active means well fitted inhibition curve with a large enough effect in the signal ratio, with a control signal flat, not every such curve was filed as active; inconclusive means small, poorly fitted or top-dose-only effect, or effect the other way, or a change in a side signal; inactive means no such curve, though single readings can be large or run the other way; the % refers to the signal ratio; further: on the % scale 0 is the no-effect control and ±100 the full control effect
Target sequence (Q9NR56 whole entry, looked up): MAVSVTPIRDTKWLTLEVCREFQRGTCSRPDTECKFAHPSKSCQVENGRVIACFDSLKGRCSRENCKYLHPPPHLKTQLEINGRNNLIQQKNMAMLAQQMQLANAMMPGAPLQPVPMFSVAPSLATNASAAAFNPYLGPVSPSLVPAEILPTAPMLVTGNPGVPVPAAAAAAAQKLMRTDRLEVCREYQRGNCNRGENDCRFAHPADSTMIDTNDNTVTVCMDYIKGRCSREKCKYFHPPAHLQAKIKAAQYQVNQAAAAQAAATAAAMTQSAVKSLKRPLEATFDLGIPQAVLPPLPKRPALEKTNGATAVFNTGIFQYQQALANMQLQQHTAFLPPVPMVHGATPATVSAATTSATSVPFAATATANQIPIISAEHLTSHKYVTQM
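TR-FRET between His-tagged MBNL1 and biotin-(CUG)12 RNA, detected with Tb anti-His antibody (0.055 ng/ul) and streptavidin-XL665 (5 nM), 60 min at room temperature. Compounds titrated 92 nM to 58 uM; 665/545 nm ratio normalized to buffer and complex controls.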
ELG1 genotox: inducers of genotoxicity in HEK293T ELG1-luciferase cells; Potency, µM (titrated, usually from 46 µM), for the others: top-dose activity change, positive = activation, usual class: activators; actives 1.3% (n = 330,000); HEK293T ELG1-luciferase reporter, luminescence, 16 h; further: % of control where 0% means no effect; nearly all actives have a fitted effect of over 60% in size
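Luminescence read-out: rising ELG1-luciferase signal, reflecting elevated ELG1 protein under genetic stress, flags genotoxic compounds. Cells were treated for 16 hr at 37 °C before ONE-Glo detection.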
BRCA1 expr up: BRCA1 expression activation; MCF7-BRCA1-FFLuc reporter, luminescence, 48 h; response scale: scaled: vehicle 0%, 10 µM genistein 100%; Potency, µM (top dose mostly 46.1 µM), for inactives: at the highest dose activation, most hits filed as activators; actives 1.1% (n = 380,000); further: nearly all actives have a fitted effect of over 80% in size; some results filed as inactive show a strong effect at the top dose
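Cells: MCF7-BRCA1-FFLuc, 2000/well. Exposure: 48 h, 37 °C, 5% CO2. Read: luminescence, 15 min post-substrate. Controls: genistein 10 microM (maximal activation), DMSO (neutral).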
RORg inh: ROR gamma (mouse) transcription inhibition; P51450; Drosophila S2 Gal4-RORgamma UAS-luciferase reporter, 20 h; Potency, µM (series often up to 53.6 µM), for the others: at the highest dose activity change, negative = inhibition, actives largely listed as inhibitors; actives 5.4% (n = 310,000); AID 2551; further: on the % scale 0 is the no-effect control and ±100 the full control effect; nearly all actives have a fitted effect of over 60% in size
Target sequence (P51450 whole entry, looked up, the tested form may be a part): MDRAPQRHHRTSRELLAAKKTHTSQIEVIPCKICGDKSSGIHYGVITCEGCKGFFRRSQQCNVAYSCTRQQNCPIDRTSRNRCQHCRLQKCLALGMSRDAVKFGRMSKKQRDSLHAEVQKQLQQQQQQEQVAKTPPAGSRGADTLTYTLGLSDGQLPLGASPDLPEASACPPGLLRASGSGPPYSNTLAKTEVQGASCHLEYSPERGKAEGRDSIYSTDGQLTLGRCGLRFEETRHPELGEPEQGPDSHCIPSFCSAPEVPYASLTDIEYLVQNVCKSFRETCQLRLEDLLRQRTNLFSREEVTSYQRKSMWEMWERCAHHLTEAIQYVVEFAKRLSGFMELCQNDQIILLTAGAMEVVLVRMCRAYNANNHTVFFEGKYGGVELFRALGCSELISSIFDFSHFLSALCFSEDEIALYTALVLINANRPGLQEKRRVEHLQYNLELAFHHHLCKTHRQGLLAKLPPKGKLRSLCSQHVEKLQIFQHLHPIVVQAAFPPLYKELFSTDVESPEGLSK
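Schneider cells (Drosophila), stable Gal4 DBD–ROR gamma + UAS-luc; 1 hr cmpd preincubation; Cu2+ induction 700 uM final; 20 hr ambient; luminescence.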
Gal4-VP16 FLuc: Gal4-VP16 reporter inhibition counter-screen; Drosophila S2 Gal4-VP16 UAS-luciferase, luminescence, 20 h; Potency, µM (series often up to 53.6 µM), inactives show top-dose activity, negative = inhibition, hits mostly inhibitors; actives 3.5% (n = 310,000);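 further: Gal4-VP16 expression switched on by copper sulfate through the metallothionein promoter; on the % scale 0 is the no-effect control and ±100 the full control effect; nearly all actives have a fitted effect of over 50% in size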
uPA generation: cell surface uPA generation inhibition. Potency, µM (top dose mostly 38.3 µM), without a hit: at the top dose activity change, negative = inhibition, hits mostly inhibitors. AID 540303. actives 0.31% (n = 330,000). cell surface uPA generation assay, qHTS; active means well fitted inhibition curve with a large enough effect; inconclusive means small, poorly fitted or top-dose-only effect; inactive means no such curve, though single readings can be large or run the other way; tested in mouse RAW 264.7 cells; further: on the % scale 0 is the no-effect control and ±100 the full control effect; nearly all actives have a fitted effect of over 55% in size
* = called active by the depositor; ? = inconclusive; / = not tested or not shown; [ ] = dose if it differs, or a comment. Unless noted, the call rests on the fitted dose curve; in most records, active means well fitted curve in the direction sought with a large enough effect; inconclusive means small, poorly fitted or top-dose-only effect, or another doubt; inactive means no such curve, though single readings can be large; an effect the other way counts as inactive or inconclusive. Potency means the concentration at half of the fitted maximal effect.

SMILES	FLuc counter	Rab9 promoter act	NPC1 promoter act	p53 reactivation	MBNL1 CUG block	ELG1 genotox	BRCA1 expr up	RORg inh	Gal4-VP16 FLuc	uPA generation
CCOC(=O)C(NC(=O)CC)(Nc1ccccc1OC)C(F)(F)F (stereo not given)	-2%	1%	-1%	?	-6%	1%	1%	-6%	6%	5%
CNc1ccc(Br)cc(C(=O)/C=C/c2ccc(OC)cc2OC)c1=O	12µM*	4%	4%	-4%	33%[activator]	-4%	3%	-39%	-17%	-11%
CCOc1ccc(NC(=O)c2cc(Cl)nc3ccccc23)cc1	-4%	-15%	-17%	0%	-4%	2%	-76%[inhibitor]	1%	-2%	-10%
OC[C@@H](O)[C@H](O)C(/C=N/Nc1ccccc1)=N\Nc1ccccc1	?	-7%	1%	-6%	12%	7%	-25%	17%	12%	-2%
Cc1cc(C)c(NC(=O)/C(=C/c2ccco2)c2ccccc2)c(C)c1	3%	-3%	-3%	0%	1%	-4%	8%	6%	5%	0%
CC(Oc1ccc(Br)cc1Br)C(=O)NC1CCCC1 (stereo not given)	3%	-4%	-1%	1%	0%	1%	/	13%	-2%	/
CNC(=O)CN(c1ccc2c(c1)OCCO2)S(C)(=O)=O	8%	-4%	1%	2%	-2%	1%	0%	1%	-10%	/
O=C(CSc1ccccc1)Nc1nnc(/C=C/c2ccccc2)s1	-1%	19%	-1%	0%	6%	17%	70%	20µM*	?	1%

One compound at a time (already shown). Order of screens: FLuc counter | Rab9 promoter act | NPC1 promoter act | p53 reactivation | MBNL1 CUG block | ELG1 genotox | BRCA1 expr up | RORg inh | Gal4-VP16 FLuc | uPA generation
Shown for CC(Oc1ccc(Br)cc1Br)C(=O)NC1CCCC1 (stereo not given) : 3% | -4% | -1% | 1% | 0% | 1% | / | 13% | -2% | /
Shown for Cc1cc(C)c(NC(=O)/C(=C/c2ccco2)c2ccccc2)c(C)c1 : 3% | -3% | -3% | 0% | 1% | -4% | 8% | 6% | 5% | 0%
Shown for CCOC(=O)C(NC(=O)CC)(Nc1ccccc1OC)C(F)(F)F (stereo not given) : -2% | 1% | -1% | ? | -6% | 1% | 1% | -6% | 6% | 5%
Shown for CNc1ccc(Br)cc(C(=O)/C=C/c2ccc(OC)cc2OC)c1=O : 12µM* | 4% | 4% | -4% | 33%[activator] | -4% | 3% | -39% | -17% | -11%
Shown for CCOc1ccc(NC(=O)c2cc(Cl)nc3ccccc23)cc1 : -4% | -15% | -17% | 0% | -4% | 2% | -76%[inhibitor] | 1% | -2% | -10%

(continued)
SMILES	FLuc counter	Rab9 promoter act	NPC1 promoter act	p53 reactivation	MBNL1 CUG block	ELG1 genotox	BRCA1 expr up	RORg inh	Gal4-VP16 FLuc	uPA generation
O=C(NCCCn1ccnc1)c1cc(S(=O)(=O)N2CCOCC2)c(Cl)cc1Cl	1%	-2%	-4%	1%	-2%	-1%	-8%	3%[10 µM]	-6%	3%
O=C(CN1C(=O)c2cccnc2C1=O)c1ccccc1	?	25%	22%	?	?	4%	18%	?	0%	1%
Cc1ccc(S(=O)(=O)N(CC(=O)Nc2ccccc2C(=O)O)c2ccccc2)cc1	?	2%	-5%	-2%	2%	-6%	-37%	0%	1%	2%
COc1ccc2cc3cc(C(=O)NCc4cccs4)oc3nc2c1	1%	2%	-4%	8%	23%	15%	24%	-9%	-18%	-5%
O=C(NN1CCOCC1)c1ccccc1Br	-1%	9%	-3%	/	-6%	1%	8%	-43%	-3%	5%
Cc1ccc(Nc2ccc(C(N)=O)cc2[N+](=O)[O-])cc1C	-5%	-2%	0%	-4%	?	-1%	-22%	2%	?	-8%
Cc1cccc(Nc2c3c(nc4ccccc24)CCC3)c1	4%	-1%	1%	-2%	/	-15%	-9%	7.1µM*	?	-4%
CC(C)c1ccc(Nc2nc(CC(=O)O)cs2)cc1	2.1µM*	1.4µM*	1.3µM*	?	15%	?	5µM*	?	?	-11%
COc1ccc(OC)c(-c2cc(C(=O)Nc3c(C)nn(Cc4ccccc4C)c3C)no2)c1	2%	-6%	-10%	-20%	-1%	-15%	-41%	?	-12%	/
Cc1ccc(CSCCNS(=O)(=O)c2ccc(C)cc2)cc1	7%	-3%	0%	0%	/	-2%	-11%	28%	-6%	8%
O=C(CCCn1c(SCC(=O)c2ccc(O)c(O)c2)nc2ccccc2c1=O)NCC1CCCO1 (stereo not given)	3%	0%	-2%	-8%	-7%	3%	0%	-2%	-10%	/
CCOc1cc(C(=O)Nc2ccon2)cc(OCC)c1OCC	5%	4%	-4%	-5%	-7%	2%	-1%	-10%	-1%	-1%
Cn1cnc(S(=O)(=O)Nc2ccccc2C(=O)NCC2CC2)c1	-1%	0%	-2%	-1%	-1%	0%	-1%	7%	2%	-2%
O=C(CN1CCN(S(=O)(=O)c2ccc(Cl)cc2)CC1)Nc1ccc(F)cc1F	-6%	15%	0%	?	-6%	2%	28%	33%	-9%	8%
COCCn1nnnc1C(c1cc2cc(C)ccc2[nH]c1=O)N1CCN(C2CCCCC2)CC1 (stereo not given)	0%	-6%	2%	0%	5%	1%	-2%	18%	-19%	7%
CC1C(=O)OC(c2ccc(Br)cc2)C(C)(C)C1=O (stereo not given)	-2%	6%	0%	-3%	-4%	-3%	-6%	6%	-19%	5%

3 entries out of the list, arranged by SMILES length, falling.
SMILES	FLuc counter	Rab9 promoter act	NPC1 promoter act	p53 reactivation	MBNL1 CUG block	ELG1 genotox	BRCA1 expr up	RORg inh	Gal4-VP16 FLuc	uPA generation
O=C(CCCn1c(SCC(=O)c2ccc(O)c(O)c2)nc2ccccc2c1=O)NCC1CCCO1 (stereo not given)	3%	0%	-2%	-8%	-7%	3%	0%	-2%	-10%	/
COc1ccc2cc3cc(C(=O)NCc4cccs4)oc3nc2c1	1%	2%	-4%	8%	23%	15%	24%	-9%	-18%	-5%
CC1C(=O)OC(c2ccc(Br)cc2)C(C)(C)C1=O (stereo not given)	-2%	6%	0%	-3%	-4%	-3%	-6%	6%	-19%	5%

Other entries
Every second line gives: FLuc counter, Rab9 promoter act, NPC1 promoter act, p53 reactivation, MBNL1 CUG block, ELG1 genotox, BRCA1 expr up, RORg inh, Gal4-VP16 FLuc, uPA generation
COc1cc2[nH]c(=S)n(Cc3ccc(C)cc3)c(=O)c2cc1OC
→ -3%, 1%, 0%, -3%, 14%, -2%, 2%, 1.8µM*, 3.2µM*, -4%
C=CCOc1cccc(CNn2cn[nH]c2=S)c1
→ 4%, 0%, -1%, -2%, 3%, 0%, 17%, 10µM*, -7%, 10%
CCOc1ccccc1C(=O)NCC(=O)NCCCSc1ccccc1
→ 0%, -8%, -5%, -7%, 0%, -2%, 2%, -2%, 0%, 2%
COc1ccc(-c2cc(C(=O)N3CCCC3)c3ccccc3n2)cc1OC
→ ?, 0%, 4%, -6%, 11%, -7%, -21%, 2%, -13%, 1%
CCOc1cccc(CN2CCCC(C(=O)Nc3ccc(-c4ccn[nH]4)cc3)C2)c1O (stereo not given)
→ -2%, -13%, 13%, -2%, -1%, -7%, 7%, -2%, -1%, 1%
O=C(CN1C(=O)CSC1=O)Nc1ccccc1N1CCOCC1
→ 4%, -7%, -1%, -1%, 3%, 0%, 0%, -1%, 0%, 2%
Cc1ccsc1C(=O)NNC(=O)c1ccccc1F
→ /, /, /, ?, /, ?, 79%, /, /, 4%
Cc1ccc(N(CC(O)CN2CCCC2)S(=O)(=O)c2ccccc2)cc1 (stereo not given)
→ -3%, -5%, 0%, -2%, 0%, 2%, 10%, 0%, -8%, 3%
O=C(NCC1CCCO1)C12CN(Cc3ccccc3)CC1C(c1cccc([N+](=O)[O-])c1)=NO2 (stereo not given)
→ 9%, -11%, 0%, 6%, 38%[activator], -2%, 1%, ?, -3%, -2%
CCc1noc(C)c1C(=O)Nc1nc(-c2ccccc2)cs1
→ 19µM*, ?, ?, 29%, /, 2%, 54%, /, /, 2%
COc1cccc(C(=O)Nc2cccc(NC(=O)c3ccccc3Cl)c2)c1
→ 15µM*, 10%, -1%, /, -3%, -8%, -4%, ?, 1%, ?
CCCCc1ccc(NC(=S)N2CCCC2)cc1
→ ?, ?, ?, 18%, -2%, ?, ?, 11µM*, 10µM*, -10%
COc1cccc(NC(=O)NCC2CCN(Cc3ccc(F)cc3)CC2)c1
→ -1%, -2%, 0%, 0%, -7%, -1%, -16%, -5%, -2%, 12%
COc1ccc(NS(=O)(=O)c2cc(C(=O)N3CCC3)ccc2C)cc1
→ -1%, -1%, 0%, -5%, /, 0%, -2%, /, /, 7%
Cc1ccc(S(=O)(=O)N(C)C)cc1NC(=O)[C@H](Cc1ccccc1)N1C(=O)c2ccccc2C1=O
→ 1%, -1%, -2%, -7%, -12%, 0%, -6%, -5%, -1%, 0%
Cc1[nH]n(-c2ccccc2)c(=O)c1C(C[N+](=O)[O-])c1ccccc1Cl (stereo not given)
→ 1%, 2%, 5%, -1%, 0%, -7%, -19%, 7%, 14%, 3%
CN(C(=O)CSc1nnc(-c2n[nH]c3ccccc23)o1)c1ccccc1
→ ?, 9%, 5%, ?, -16%, 2%, 1%, ?, -12%, 6%
CC(C)(C)OC(=O)C[C@H]1C/C=C\C[C@H](CC(=O)N[C@H](CO)Cc2ccccc2)C(=O)N[C@H](C(C)(C)C)COC1=O
→ /, /, /, -8%, /, -4%, 0%, /, /, 6%
